GALR2 antag: antagonists of human galanin receptor 2 (GALR2); GALR2-expressing cells, antagonist mode; O43603; 140,000 tested, 0.39% active; inhibition, % at 4 µM; in the data active = inhibition above about 27%;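 note: cells stimulated with galanin 1-16 at roughly its EC80; 0% = agonist challenge control and 100% = basal control without agonist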
Target sequence (O43603 whole entry, looked up): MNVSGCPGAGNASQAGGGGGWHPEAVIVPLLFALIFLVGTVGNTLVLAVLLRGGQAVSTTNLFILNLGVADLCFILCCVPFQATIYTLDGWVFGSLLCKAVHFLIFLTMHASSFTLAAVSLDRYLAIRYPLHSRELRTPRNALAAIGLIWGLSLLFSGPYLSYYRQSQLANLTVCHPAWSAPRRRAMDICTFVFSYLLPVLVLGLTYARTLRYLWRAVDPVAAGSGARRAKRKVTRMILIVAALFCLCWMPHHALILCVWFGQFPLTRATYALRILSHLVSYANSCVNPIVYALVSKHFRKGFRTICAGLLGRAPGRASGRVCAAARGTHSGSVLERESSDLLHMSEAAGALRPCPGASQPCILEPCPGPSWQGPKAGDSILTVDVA
Measles CPE: protection of cells from measles virus; Measles virus-infected cells, CPE protection, absorbance; protection (pct of control), % at 4 µM; 140,000 tested, 1.5% active; in the data active = protection mostly above about 24%, no sharp cut-off; inactive = mostly below about 26%; note: some compounds called inactive have numbers as strong as hits
Phagocyt inh: blocks phagocytosis by macrophages. inhibition, % at 5 µM. AID 1029. J774A.1 macrophage IgG-bead phagocytosis, imaging. 110,000 tested, 0.07% active;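 active = inhibition above the mean of the plate negative controls plus 5 SD, cut at about 13% in these data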;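 note: phagocytic index as fraction of beads internalized from green versus red external bead signal; plate controls were DMSO negative control for no effect and cytochalasin-D positive control for full effect; some results beyond the cut were filed as inactive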
MRP1 act: activates MRP-1; H69AR cells + doxorubicin, viability rescue, CellTiter-Glo; viability increase, % at 10 µM; 140,000 tested, 0.61% active; AID 799;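 active = viability gain under doxorubicin at or above a set limit, the compound median plus 3 SD, cut at about 4.7% in these data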;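 note: MRP-1 overexpressing cells given doxorubicin 25 µM after compound pretreatment; 18-22 h compound pretreatment then 72 h with doxorubicin before readout; 0% = doxorubicin-only wells and 100% = vehicle-treated cells without doxorubicin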
E-sel TNF inh: blocks E-selectin expression induced by TNF alpha; 120,000 tested, 0.71% active; inhibition, % at 2 µM; HUVEC TNFa-induced E-selectin immunofluorescence, high content;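 active = inhibition above the batch mean plus 3 SD, and confirmed as a hit on visual image review, cut at about 43% in these data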;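 note: 0% = TNF-stimulated DMSO wells and 100% = unstimulated control wells; not every result past the cut was called active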
NPY Y2 blocker: antagonists of human neuropeptide Y receptor Y2. 140,000 tested, 0.99% active. NPY-Y2 expressing cells, antagonist mode. inhibition, % at 2.7 µM; in the data active = inhibition above about 17%;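 note: 0% = vehicle with agonist challenge and 100% = reference antagonist with challenge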
Target sequence (P49146 whole entry, looked up): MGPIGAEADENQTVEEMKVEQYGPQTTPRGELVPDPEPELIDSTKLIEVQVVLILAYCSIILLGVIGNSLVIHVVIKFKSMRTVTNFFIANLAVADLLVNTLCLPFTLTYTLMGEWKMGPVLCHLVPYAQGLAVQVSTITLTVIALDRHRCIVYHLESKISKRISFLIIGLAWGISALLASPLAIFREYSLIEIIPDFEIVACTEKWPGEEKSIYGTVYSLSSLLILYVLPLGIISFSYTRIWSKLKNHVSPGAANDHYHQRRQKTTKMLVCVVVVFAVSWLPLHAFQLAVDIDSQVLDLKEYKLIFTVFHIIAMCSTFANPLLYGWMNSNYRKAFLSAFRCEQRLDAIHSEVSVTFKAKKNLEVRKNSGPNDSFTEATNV
PTEN del growth: PTEN-deleted cell growth suppression | HCT116 PTEN-null viability, CellTiter-Glo, 60 h; active compounds read low | viability, % at 10 µM | 140,000 tested, 1.2% active;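 active = viability at or below a set limit, 4 SD under the median of all tested compounds, cut at about 3.7% in these data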;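 note: PTEN knockout HCT116 line with beta catenin targeted HCT116 as companion control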
Yeast life ext: yeast lifespan extension. S. cerevisiae growth with nicotinamide, OD615; deaD strain in restrictive glucose medium. inhibition of the nicotinamide effect, % at 10 µM. 130,000 tested, 0.68% active. AID 775;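 active = inhibition above a set limit, placed 3 SD over the median of all compounds, cut at about 26% in these data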;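 note: 0% = nicotinamide-treated wells and 100% = cells grown without nicotinamide; some compounds called inactive have numbers as strong as hits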
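assay system = DeaD-strain S. cerevisiae | buffer or medium = restrictive glucose medium | reagent = 1.5 mM nicotinamide | compound = 10 µM single point, 0.25% DMSO | incubation = 48 h compound exposure at 30 °C, humidified | signal = OD615 measurement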
HCT116 bCat-KO: beta-catenin-lacking colon tumor cell growth suppression | HCT116 beta-catenin knockout viability, CellTiter-Glo, 60 h; active compounds read low | 140,000 tested, 1.5% active | viability, % at 10 µM;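 active = viability at or under a set limit, the compound median less 4 SD, cut at about 6% in these data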;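 note: 0% = Hyamine 1622 control at 20 µM and 100% = untreated cell control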
BB579 growth dn: reduces growth of yeast BB579 in restrictive medium. AID 804. inhibition, % at 10 µM. S. cerevisiae BB579 growth, OD615, 48 h. 140,000 tested, 0.51% active;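 active = inhibition above a set limit, 3 SD over the mean compound inhibition, cut at about 44% in these data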; note: inactives centre near -24
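Detection: OD615 turbidity measurement; Material: Saccharomyces cerevisiae DeaD strain BB579, replicative lifespan model yeast; Timing: 48 h exposure, 30 °C; Doses: single 10 µM dose; Medium: CSMM-D restrictive synthetic medium containing dextrose (glucose); Controls: amphotericin B at 10 µg/mL as positive control.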
Active calls of the source: *; nt = no result given. Random draw from the library, and some 6.1% of all compounds hit somewhere here.

SMILES | GALR2 antag | Measles CPE | Phagocyt inh | MRP1 act | E-sel TNF inh | NPY Y2 blocker | PTEN del growth | Yeast life ext | HCT116 bCat-KO | BB579 growth dn
Fc1ccccc1Nc1nc2c(s1)CCc1ccccc1-2 | 21 | 22 | 3 | -2.5 | nt | 0 | 77 | 2 | 69 | -25
COCC(C)NC(=O)c1cc(-c2ccc(O)cc2)on1 (centres undefined) | 6 | 6 | 1 | -1.5 | nt | 3 | 110 | -5 | 104 | -75
O=C1CC(c2ccc(F)cc2)Cc2nc(N3CCN(c4ccccc4)CC3)ncc21 (centres undefined) | 10 | 1 | 9 | 0.2 | -11 | 3 | 98 | -3 | 89 | -51
O=C(CCCCn1c(=O)c2ccccc2n(Cc2ccc(F)cc2Cl)c1=O)NCc1ccco1 | -9 | 17 | -1 | -2.6 | -7 | 6 | 65 | -4 | 61 | -14
COC(=O)N/N=C\c1c(C)nn(-c2ccccc2)c1Cl | -5 | 12 | -7 | -1.5 | 19 | 1 | 102 | -7 | 93 | 2
Cc1ccsc1/C=N/n1c(=S)[nH]nc(C)c1=O | -2 | 17 | -7 | 0.1 | nt | 1 | 95 | -2 | 99 | -20
COC(=O)c1cc2occc2n1Cc1ccc(Cl)cc1 | -3 | 5 | 0 | -2.3 | -13 | 14 | 84 | -7 | 84 | -25
N/C(=N\OC(=O)c1cccc2ccccc12)c1cccc([N+](=O)[O-])c1 | 14 | 8 | nt | -2.1 | -24 | 0 | 38 | -2 | 34 | -44
CCCCCOC(=O)CSc1nnc(-c2cc(OC)c(OC)c(OC)c2)o1 | 7 | 7 | 1 | 0.5 | 25 | 2 | 114 | -7 | 97 | -65
O=C(NC1CCCCC1)N(Cc1nc2ccccc2c(=O)[nH]1)C1CCCCC1 | 0 | 31 | 1 | -1.5 | 4 | -3 | 88 | -4 | 83 | -41
O=c1[nH]cnc2nc(-c3ccccc3)c(-c3ccccc3)nc12 | 4 | 11 | nt | -2.6 | -30 | 2 | 78 | -4 | 85 | -11
O=C(NCC1CCCO1)C(c1cccs1)N(C(=O)c1ccc(CN2CCOCC2)o1)c1ccc(Cl)cc1 (centres undefined) | 4 | 7 | -6 | -1.7 | nt | 1 | 91 | 5 | 92 | 0
COCCNC(=O)C(c1ccc(C)o1)N(C(=O)c1snc(C(N)=O)c1N)c1ccc(C)c(C)c1 (centres undefined) | 3 | 7 | -1 | -1.1 | nt | 2 | 90 | -14 | 101 | -2
O=C(c1ccccc1)c1ccc(OCCCN2CCCCC2)cc1 | 3 | 1 | 0 | -0.6 | 29 | 4 | 92 | 16 | 97 | 15
Cc1cccc(NC(=S)N(Cc2cccs2)Cc2cc3cc(C)ccc3[nH]c2=O)c1 | 16 | 13 | -12 | -0.3 | 9 | 4 | 74 | 3 | 79 | -36
O=c1[nH]c(SCc2nc3ccccc3c(=O)n2-c2ccccc2)nc2ccccc12 | -15 | 5 | nt | -2.5 | -9 | 3 | 76 | -2 | 90 | -38
COc1ccccc1-n1c(C)nnc1SCC(N)=O | 10 | 7 | -5 | 1.0 | -12 | 0 | 105 | -5 | 102 | 5
Cc1ccc(N=Nc2ccc(O)c3ncccc23)cc1 | 1 | 3 | nt | -3.8 | -42 | -3 | 12 | 0 | 18 | 55*
O=C(Nc1ccc(S(=O)(=O)N2CCCCCC2)cc1)c1ccc(Br)o1 | -2 | 12 | nt | -5.2 | 3 | 3 | 79 | -8 | 91 | -23
CC(=O)Nc1ccc(NC(=O)CCC(=O)NCCO)cc1 | 8 | 29 | 0 | -1.6 | nt | -1 | 96 | -6 | 102 | 19
COc1ccc(C(=O)N2c3ccccc3C(=O)OC2c2ccc3c(c2)OCO3)cc1 (centres undefined) | 7 | 5 | nt | -0.1 | -21 | 4 | 96 | -7 | 98 | 0
O=C(c1cc(N2C(=O)C3C4CCC(C4)C3C2=O)ccc1Cl)N1CCN(c2ccccc2)CC1 (centres undefined) | 11 | 25 | -6 | -0.6 | 0 | 3 | 93 | 2 | 84 | -8
Cn1c(=O)c2cc(S(=O)(=O)NCCC(=O)NCCC3=CCCCC3)ccc2n(C)c1=O | -5 | 5 | -1 | -2.3 | nt | -1 | 89 | -12 | 89 | -20
CNc1sc(C(=O)c2ccc(F)cc2)c(N)c1-c1nc2ccccc2s1 | 4 | 7 | 0 | 3.3 | -1 | -6 | 77 | -2 | 76 | -40
O=C(Nc1nc2ccc(Cl)cc2s1)c1ccc(Br)o1 | -9 | 3 | -6 | -0.5 | 10 | -3 | 86 | -11 | 84 | 10

The list goes on:
SMILES | GALR2 antag | Measles CPE | Phagocyt inh | MRP1 act | E-sel TNF inh | NPY Y2 blocker | PTEN del growth | Yeast life ext | HCT116 bCat-KO | BB579 growth dn
O=C(O)c1cc(Cl)ccc1NC(=O)C1CCCO1 (centres undefined) | -10 | 13 | 2 | -0.4 | 15 | 5 | 94 | -12 | 84 | -2
O=C(O)C1CC=C(Cl)CC1C(=O)NCc1ccccc1 (centres undefined) | -1 | 4 | 7 | -2.3 | -68 | -1 | 88 | -8 | 90 | -52
Cc1ccccc1NC(=O)c1ccc(CSc2ncccn2)cc1 | 1 | 45* | nt | 3.0 | 61* | 2 | 96 | -14 | 95 | -18
O=C(Nc1ccc(N2CCOCC2)cc1N1CCOCC1)c1ccco1 | -7 | 10 | 0 | -2.2 | -3 | 5 | 75 | -20 | 73 | -39
COc1ccccc1-n1cnc2cc(NC(=O)c3ccco3)ccc21 | 10 | 2 | 0 | -4.2 | 13 | 3 | 32 | 11 | 37 | -5
COc1cc(C2Nc3ccc4ncccc4c3C3=C2C(=O)CCC3)cc(OC)c1O (centres undefined) | -1 | 8 | 0 | -4.8 | -6 | -2 | 27 | -28 | 22 | -33
CC1(C)Cc2c(c(=S)nc(-c3ccccc3)n2CCN2CCOCC2)CO1 | 5 | 24 | 0 | -1.9 | 2 | 1 | 85 | -13 | 88 | 0
O=S(=O)(c1ccc2ccccc2c1)N1CCN(S(=O)(=O)N2CCCCC2)CC1 | -22 | 3 | -1 | -1.5 | 21 | 0 | 97 | -4 | 89 | -51
COc1ccc(CCNC2=C(Cl)C(=O)N(CCc3ccc(OC)c(OC)c3)C2=O)cc1OC | 3 | 11 | nt | -0.8 | 12 | 1 | 79 | -6 | 78 | -73
CCCCCn1c(Sc2ncccn2)nc2c1c(=O)[nH]c(=O)n2C | -3 | 38* | nt | -0.4 | 8 | 0 | 91 | -13 | 93 | -16
CSc1nsc(SC)c1C(=O)Nc1ccc(C)cc1 | 13 | 8 | -5 | -2.9 | 8 | 4 | 72 | -24 | 76 | -22
COC(=O)/C=C/C(=O)Nc1cccc(C(F)(F)F)c1 | -13 | 16 | -2 | -0.3 | nt | 5 | 71 | -8 | 68 | 3
COc1cnn(C(C)(C)C)c(=O)c1Cl | -7 | 4 | -1 | -2.5 | 20 | -1 | 96 | -3 | 95 | -38
Cc1nc(SCC#N)c2c(C)c(C)sc2n1 | -5 | 5 | 1 | 0.1 | -26 | 5 | 93 | 0 | 96 | -13
CC(Cc1ccccc1)C(=O)NCc1ccccn1 (centres undefined) | 0 | 23 | nt | -0.6 | -15 | -3 | 84 | 3 | 94 | -27
CN(C)CCNCc1ccccc1OC1CCCC1 | -15 | 1 | -2 | -3.6 | 2 | 7 | 90 | 3 | 88 | -10
CC(=O)Cc1nsc(NC(=O)c2ccc(-c3ccccc3Cl)o2)n1 | 5 | 8 | -3 | -1.8 | -22 | 3 | 86 | -25 | 99 | -22
COc1cccc(OC)c1C(=O)Nc1cccc(C(C)=O)c1 | 6 | 3 | nt | -2.6 | -14 | 2 | 92 | nt | 82 | -31
CCN(CC)C(=O)C(=O)N/N=C/c1cccc(Br)c1 | 8 | 18 | nt | -1.7 | -30 | 5 | 90 | -22 | 99 | -11
CC12CCC(C(=O)N3CCN(C(c4ccccc4)c4ccccc4)CC3)(OC1=O)C2(C)C (centres undefined) | -2 | 34* | -1 | 2.1 | 13 | 1 | 57 | -18 | 58 | 0
COc1ccc(-n2ccc(-c3nn(-c4cccc(C(F)(F)F)c4)ccc3=O)n2)cc1 | -10 | 7 | -1 | -4.0 | 11 | 2 | 79 | -8 | 91 | -44
Cc1cccc(-n2c(C)cc(/C=N/NC(=O)c3cccc([N+](=O)[O-])c3C)c2C)c1 | 6 | 12 | 0 | -1.5 | 4 | 0 | 91 | -12 | 83 | -58
CC(C#N)Sc1nc2ccccc2c(=O)n1-c1ccccc1 (centres undefined) | 7 | 7 | 0 | -0.9 | -57 | 2 | 84 | 4 | 86 | -16
CC1CCCc2sc3nc(N4CCN(CCO)CC4)n4ncnc4c3c21 (centres undefined) | -4 | 18 | -1 | -2.6 | 18 | 25* | 92 | -12 | 92 | -62
CC(C)=C(NC(=O)c1ccccc1)C(=O)N1CCOCC1 | 7 | 5 | -1 | -2.5 | -8 | 2 | 103 | -26 | 83 | -22

Continuation.
SMILES | GALR2 antag | Measles CPE | Phagocyt inh | MRP1 act | E-sel TNF inh | NPY Y2 blocker | PTEN del growth | Yeast life ext | HCT116 bCat-KO | BB579 growth dn
CCCCOc1ccc(C(=O)N/C(=C\c2cccc([N+](=O)[O-])c2)C(=O)OCc2ccco2)cc1 | -3 | 28 | -10 | -0.9 | nt | 2 | 104 | 9 | 87 | -34
CCOC(=O)CCP(=O)(O)C(C)(O)c1ccccc1 (centres undefined) | -8 | 10 | -1 | 0.2 | 11 | 3 | 110 | 10 | 111 | -51
CNC(=O)c1nc[nH]c1C(=O)NC | 4 | 6 | 0 | -0.1 | -33 | 1 | 92 | -6 | 96 | 10
O=C(CC(=O)NC1CCCCC1)N/N=C/c1cccc2ccccc12 | 16 | 5 | 0 | 0.6 | 1 | -1 | 99 | -21 | 85 | -35
O=C(COc1ccc(Cl)cc1)NNC(=O)c1ccccn1 | 4 | 4 | nt | 0.3 | -48 | 6 | 64 | -6 | 53 | -46
OC1(C(F)(F)F)CC(O)(C(F)(F)F)n2nc(-c3ccccc3)cc2N1 (centres undefined) | -3 | 4 | 0 | -1.2 | nt | 8 | 86 | -16 | 96 | -39

Random excerpt: six compounds from above, in no set order.
SMILES | GALR2 antag | Measles CPE | Phagocyt inh | MRP1 act | E-sel TNF inh | NPY Y2 blocker | PTEN del growth | Yeast life ext | HCT116 bCat-KO | BB579 growth dn
O=C(COc1ccc(Cl)cc1)NNC(=O)c1ccccn1 | 4 | 4 | nt | 0.3 | -48 | 6 | 64 | -6 | 53 | -46
CCOC(=O)CCP(=O)(O)C(C)(O)c1ccccc1 (centres undefined) | -8 | 10 | -1 | 0.2 | 11 | 3 | 110 | 10 | 111 | -51
CCCCOc1ccc(C(=O)N/C(=C\c2cccc([N+](=O)[O-])c2)C(=O)OCc2ccco2)cc1 | -3 | 28 | -10 | -0.9 | nt | 2 | 104 | 9 | 87 | -34
OC1(C(F)(F)F)CC(O)(C(F)(F)F)n2nc(-c3ccccc3)cc2N1 (centres undefined) | -3 | 4 | 0 | -1.2 | nt | 8 | 86 | -16 | 96 | -39
CNC(=O)c1nc[nH]c1C(=O)NC | 4 | 6 | 0 | -0.1 | -33 | 1 | 92 | -6 | 96 | 10
O=C(CC(=O)NC1CCCCC1)N/N=C/c1cccc2ccccc12 | 16 | 5 | 0 | 0.6 | 1 | -1 | 99 | -21 | 85 | -35
